Screening data (PubChem)
ALOX12 inh: inhibitors of human 12S-lipoxygenase ALOX12; P18054; purified 12hLO, xylenol orange hydroperoxide absorbance; Potency, µM (titrated, usually from 108 µM), without a hit: at the top dose activity change, negative = inhibition, most hits filed as inhibitors; actives 1.1% (n = 580,000); AID 1671190; also: % is scaled to controls: 0 for no effect and ±100 for the full control effect
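Hydroperoxide product was detected by ferrous iron/xylenol orange as the 573 to 405 nm absorbance ratio. Arachidonic acid at 40 uM (final) was turned over for 30 min at room temperature by 150 nM human 12hLO, pH 7.0 Hepes buffer, after 15 min compound preincubation.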
ERG Ets-DNA blk: blocks human ERG Ets domain binding to DNA; AID 624246; actives 0.028% (n = 370,000); fluorescence polarization, His-ERG Ets domain / labelled DNA; Potency, µM (titrated, usually from 76.9 µM), without a hit: at the top dose FP activity, negative = inhibition, hits mostly inhibitors; P11308; active = well fitted inhibition curve with a large enough effect in the polarisation, with a control signal flat; inconclusive = small, poorly fitted or top-dose-only effect, or effect the other way, or a change in a side signal; inactive = no such curve, though single readings can be large or run the other way; the % refers to the polarisation;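 also: polarization taken with two DNA probes labelled with fluorescein and Texas red; % of control where 0% means no effect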
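His-tagged ERG Ets domain (1 uM in the protein solution; 300mM KCl, 50mM Tris-HCl, 1mM EDTA, 1mM DTT, pH 7.5) received compound, then a probe mix of 5 nM fluorescein-DNA and 100nM Texas-615-DNA. Fluorescence polarization was read for both dyes.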
rTrxR1 inhibitor: blocks rat thioredoxin reductase 1. actives 1% (n = 390,000). recombinant rTrxR1, NADPH fluorescence consumption, selenite substrate. AID 588453. Potency, µM (doses to about 114 µM), for inactives: top-dose activity change, negative = inhibition, usual class: inhibitors. O89049; also: % is scaled to controls: 0 for no effect and ±100 for the full control effect; nearly all actives have a fitted effect of over 65% in size
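Rat TrxR1 (90 nM in the dispensed reagent) was pre-reduced with 400 uM NADPH for 5 min at room temperature, then incubated with compound for 15 min. After 400 uM selenite was added, NADPH fluorescence (Ex 340/Em 450 nm) was followed for 8 min.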
Tb PGK inh: T. brucei PGK inhibition; P07378; PGK/GAPDH coupled, Kinase-Glo luminescence, 60 min; Potency, µM (highest dose often 57.5 µM), without a hit: at the highest dose activity change, negative = inhibition, most hits filed as inhibitors; actives 0.043% (n = 380,000); also: % is scaled to controls: 0 for no effect and ±100 for the full control effect; nearly all actives have a fitted effect of over 60% in size
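Recombinant glycosomal PGK reaction used 1,3-bisphosphoglycerate generated in-well by GAPDH (100nM final) in 100mM TEA pH 7.6, 5mM MgCl2, 0.01% Tween-20. After 60 minutes at room temperature, ATP was read by Kinase-Glo Plus luminescence end-point.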
JMJD2A Tudor inh: blocks the human JMJD2A Tudor domain | Potency, µM (top dose mostly 114 µM), without a hit: at the highest dose activity change, negative = inhibition, actives largely listed as inhibitors | O75164 | AlphaScreen JMJD2A-Tudor / H3K4me3 peptide binding | actives 4.4% (n = 390,000) | AID 504339; also: % is scaled to controls: 0 for no effect and ±100 for the full control effect; nearly all actives have a fitted effect of over 50% in size
Target sequence (O75164 whole entry, looked up, the tested form may be a part): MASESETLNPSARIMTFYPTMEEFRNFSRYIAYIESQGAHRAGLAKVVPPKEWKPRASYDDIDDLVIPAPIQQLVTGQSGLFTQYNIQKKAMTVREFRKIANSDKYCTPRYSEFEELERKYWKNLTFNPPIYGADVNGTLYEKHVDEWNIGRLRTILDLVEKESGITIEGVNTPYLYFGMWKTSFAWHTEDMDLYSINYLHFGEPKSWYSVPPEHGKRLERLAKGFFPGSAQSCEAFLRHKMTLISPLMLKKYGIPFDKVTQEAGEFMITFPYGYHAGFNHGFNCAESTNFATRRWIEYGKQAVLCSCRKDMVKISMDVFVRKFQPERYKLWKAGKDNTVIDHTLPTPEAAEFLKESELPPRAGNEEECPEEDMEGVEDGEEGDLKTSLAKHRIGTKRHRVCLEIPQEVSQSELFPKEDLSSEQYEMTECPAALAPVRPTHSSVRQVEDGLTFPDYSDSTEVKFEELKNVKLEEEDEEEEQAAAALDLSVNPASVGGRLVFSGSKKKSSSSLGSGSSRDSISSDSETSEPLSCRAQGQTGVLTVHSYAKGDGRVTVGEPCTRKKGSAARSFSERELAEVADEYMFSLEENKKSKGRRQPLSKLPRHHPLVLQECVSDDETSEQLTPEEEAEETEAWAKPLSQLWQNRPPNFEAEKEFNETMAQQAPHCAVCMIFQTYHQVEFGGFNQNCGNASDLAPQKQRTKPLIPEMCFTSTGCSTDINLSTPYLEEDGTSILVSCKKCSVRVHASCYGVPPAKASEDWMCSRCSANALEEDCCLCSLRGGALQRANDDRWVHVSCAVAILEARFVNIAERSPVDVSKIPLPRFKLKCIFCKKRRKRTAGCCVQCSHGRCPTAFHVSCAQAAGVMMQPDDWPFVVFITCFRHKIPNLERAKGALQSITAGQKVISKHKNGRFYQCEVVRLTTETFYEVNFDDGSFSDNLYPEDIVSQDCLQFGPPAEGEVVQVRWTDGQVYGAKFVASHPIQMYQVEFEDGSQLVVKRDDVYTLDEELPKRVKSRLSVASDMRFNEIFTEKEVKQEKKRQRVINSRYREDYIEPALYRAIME
RGS4 inh: human RGS4 inhibition | P49798 | Transcreener GDP fluorescence polarization, RGS4-accelerated GTP hydrolysis | Potency, µM (titrated, usually from 114 µM), for the others: at the highest dose activity change, negative = inhibition, actives largely listed as inhibitors | actives 0.039% (n = 390,000); also: % is scaled to controls: 0 for no effect and ±100 for the full control effect; nearly all actives have a fitted effect of over 75% in size; some results filed as inactive show a strong effect at the top dose
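MLSMR compounds (23 nl, pin-transferred) preincubated 10 min at room temperature with a 500nM (2x) first reagent, then RGS4 at 900nM (2x) plus Transcreener GDP mix added; fluorescence polarization (620/688 nm) read before and after 90 min at 30 °C.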
GLS inhibitor: inhibitors of human glutaminase (GLS); O94925; GLS enzymatic activity, qHTS titration; actives 0.21% (n = 410,000); Potency, µM (doses to about 45.5 µM), for the others: at the top dose activity change, negative = inhibition, hits mostly inhibitors; AID 624170; also: % is scaled to controls: 0 for no effect and ±100 for the full control effect
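Two-point fluorescence kinetic (t0, 30 min RT) for hKGA; glutamate detected via glutamate oxidase–HRP–Amplex Red. Substrate: 1 mM L-glutamine solution; buffer 45 mM KH2PO4, pH 8.2.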
HP1b binding inh: blocks HP1-beta chromodomain binding to methylated histone tails | P83916 | AlphaScreen HP1-beta / biotin-H3K9me3 peptide binding | Potency, µM (series often up to 114 µM), for the others: at the highest dose activity change, negative = inhibition, actives largely listed as inhibitors | actives 0.56% (n = 390,000); also: nearly all actives have a fitted effect of over 70% in size; inactives centre near 23
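Compound inhibition of the preformed complex between 50 nM HP1-beta and 50 nM biotinylated H3K9me3 peptide was read by AlphaScreen. Buffer was PBS pH 7.4 with 0.01% Tween-20. Incubations ran 30 min at room temperature, with 10 ug/mL donor/acceptor beads.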
Pin1 inh: blocks the human prolyl isomerase Pin1; Pin1 FP peptide displacement, HiFluor488, 10 min; Potency, µM (top dose mostly 115 µM), for the others: at the top dose activity, negative = inhibition, usual class: inhibitors; actives 0.009% (n = 390,000); AID 504891; active = well fitted inhibition curve with a large enough effect in the polarisation, with a control signal flat, not every such curve was filed as active; inconclusive = small, poorly fitted or top-dose-only effect, or effect the other way, or a change in a side signal; inactive = no such curve, though single readings can be large or run the other way; the % refers to the polarisation; also: % is scaled to controls: 0 for no effect and ±100 for the full control effect
* marks the source's active call; other numbers are inactive results; i = inactive; u = inconclusive; x = not tested or not shown; & = joins results of further samples; [ ] = dose if it differs, or a comment. Unless noted, calls follow the shape of the dose curve; as a rule, active = well fitted curve in the direction sought with a large enough effect; inconclusive = small, poorly fitted or top-dose-only effect, or another doubt; inactive = no such curve, though single readings can be large; an effect the other way counts as inactive or inconclusive. Potency is read from the fitted curve at half-maximal effect.

1. O=C(NCC1([N+](=O)[O-])CN(C(=O)c2ccccc2)CN(C(=O)c2ccccc2)C1)c1ccccc1
2. O=[N+]([O-])c1ccc(O)c2cccnc12
3. CN(C)c1ccc(/C=N/Nc2ccc(-n3ccnc3)nn2)cc1
4. O=C(NCc1csc2ccccc12)Nc1cc(Cl)cc(Cl)c1
5. Cc1c(C(=O)N(C)c2cccc(C(F)(F)F)c2)sc2nc3n(c(=O)c12)CCCCC3
6. CCOC(=O)C=C(C(=O)OCC)C(=O)OCC

Assay by compound | 1 | 2 | 3 | 4 | 5 | 6
ALOX12 inh | -11% | -1%&-10% | 23% | 57%[activator] | -26% | 18%
ERG Ets-DNA blk | 17% | 2% | 4% | -7% | 0% | 11%
rTrxR1 inhibitor | 15%[57.1 µM] | -14% | 2%[57.1 µM] | -4%[57.1 µM] | u | 3.5µM*
Tb PGK inh | -6% | -12% | i | -5% | -4% | i
JMJD2A Tudor inh | -17% | -20% | u | -19% | u | -7%
RGS4 inh | 2% | 13% | u | -13% | -27% | u
GLS inhibitor | -6% | 4% | 13% | -6% | 1% | 32%[activator]
HP1b binding inh | -8% | u | -1% | 18% | 83%[activator] | u
Pin1 inh | -7% | u | u | 3% | u | -1%

An excerpt of these results, as labelled records:
3) CN(C)c1ccc(/C=N/Nc2ccc(-n3ccnc3)nn2)cc1
  ALOX12 inh: 23%
  ERG Ets-DNA blk: 4%
  rTrxR1 inhibitor: 2%[57.1 µM]
  Tb PGK inh: i
  JMJD2A Tudor inh: u
  RGS4 inh: u
  GLS inhibitor: 13%
  HP1b binding inh: -1%
  Pin1 inh: u
4) O=C(NCc1csc2ccccc12)Nc1cc(Cl)cc(Cl)c1
  ALOX12 inh: 57%[activator]
  ERG Ets-DNA blk: -7%
  rTrxR1 inhibitor: -4%[57.1 µM]
  Tb PGK inh: -5%
  JMJD2A Tudor inh: -19%
  RGS4 inh: -13%
  GLS inhibitor: -6%
  HP1b binding inh: 18%
  Pin1 inh: 3%
5) Cc1c(C(=O)N(C)c2cccc(C(F)(F)F)c2)sc2nc3n(c(=O)c12)CCCCC3
  ALOX12 inh: -26%
  ERG Ets-DNA blk: 0%
  rTrxR1 inhibitor: u
  Tb PGK inh: -4%
  JMJD2A Tudor inh: u
  RGS4 inh: -27%
  GLS inhibitor: 1%
  HP1b binding inh: 83%[activator]
  Pin1 inh: u
6) CCOC(=O)C=C(C(=O)OCC)C(=O)OCC
  ALOX12 inh: 18%
  ERG Ets-DNA blk: 11%
  rTrxR1 inhibitor: 3.5µM*
  Tb PGK inh: i
  JMJD2A Tudor inh: -7%
  RGS4 inh: u
  GLS inhibitor: 32%[activator]
  HP1b binding inh: u
  Pin1 inh: -1%

Additional records:
7. CCN(C(=O)CN1C(=O)NC2(CCc3ccccc32)C1=O)C1CCCCC1 (configuration not stated)
8. COc1ccc(-c2cc(C(=O)Nc3ccccc3N3CCOCC3)c3ccccc3n2)cc1OC
9. Cc1ccccc1OCc1nnc(SCC(=O)N2c3ccccc3Sc3ccc(Cl)cc32)o1
10. COc1ccc(NC(=O)CSC2=Nc3ccccc3C3=NC(CC(=O)NCCc4ccccc4)C(=O)N23)cc1 (configuration not stated)
11. O=C(NCc1ccccc1)N1CCN(CCO)CC1
12. O=C(CCN1C(=O)c2ccccc2C1=O)NCCCn1ccnc1

Assay by compound | 7 | 8 | 9 | 10 | 11 | 12
ALOX12 inh | 0% | -17% | -5% | -14% | 0% | -8%
ERG Ets-DNA blk | -1% | 3% | -5% | 1% | -7% | 10%
rTrxR1 inhibitor | -25% | 17% | u | 15%[57.1 µM] | -2% | 16%
Tb PGK inh | -1% | -5% | 2% | 1% | 0% | -4%
JMJD2A Tudor inh | 1% | -9% | -4% | u | -6% | -5%
RGS4 inh | -7% | 11% | 9% | -37% | 2% | -5%
GLS inhibitor | 2% | -5% | 1% | u | 4% | -4%
HP1b binding inh | 34% | 22% | 15% | 15% | 39% | 26%
Pin1 inh | -1% | 12% | 1% | 46%[activator] | -7% | -1%

13. Cc1ccccc1N1CCN(Cc2ccc(Br)o2)CC1
14. CCCCc1ccc(CC2S/C(=C(\C#N)C(=O)N3CCOCC3)N(c3ccccc3)C2=O)cc1 (configuration not stated)
15. CC(=O)c1ccccc1OCCCCN1CCCCC1
16. CCCC1CC(C(=O)Nc2ccccc2)C(=O)O1 (configuration not stated)
17. CCC(C)c1ccc(NC(=O)C2CCN(c3ncccn3)CC2)cc1 (configuration not stated)
18. CCOC(=O)c1cnc(SCc2nc(N)nc(Nc3ccc(F)cc3)n2)nc1N

Assay by compound | 13 | 14 | 15 | 16 | 17 | 18
ALOX12 inh | u | -13% | u | 294%[activator] | -7% | -30%
ERG Ets-DNA blk | -6% | -2% | -2% | 0% | 3% | 2%
rTrxR1 inhibitor | 9%[57.1 µM] | 9% | 17% | 7%[57.1 µM] | 11% | 24%
Tb PGK inh | -7% | 6% | i | i | i | -3%
JMJD2A Tudor inh | 1µM* | -7% | 25µM* | -10% | -9% | -9%
RGS4 inh | -45% | 13% | -12% | 3% | -32% | -6%
GLS inhibitor | -4% | -4% | -1% | 1% | -3% | 3%
HP1b binding inh | u | 26% | u | 6% | 56%[activator] | 16%
Pin1 inh | -2% | 36%[activator] | 0% | -11% | -6% | -3%

Later entries
Each structure is followed by: ALOX12 inh	ERG Ets-DNA blk	rTrxR1 inhibitor	Tb PGK inh	JMJD2A Tudor inh	RGS4 inh	GLS inhibitor	HP1b binding inh	Pin1 inh
19) NC(=O)C1(N2CCCCC2)CCN(C2CC(=O)N(Cc3ccc(N4CCCC4=O)cc3)C2=O)CC1 (configuration not stated)
    0%	-9%	-16%	-7%	-13%	15%	12%	33%	-10%
20) COC(=O)c1cn(Cc2cccnc2)c(=O)c2ccccc12
    u	-6%	3%[57.1 µM]	-9%	-11%[11.4 µM]	-52%	13%	20%	-1%
21) Cc1c(C(Nc2ccccn2)c2ccccc2)c(=O)n(-c2ccccc2)n1C (configuration not stated)
    103%[activator]	5%	-16%[57.1 µM]	11%	-8%	21%	4%	19%	-1%
22) CCOc1cc(Cl)c(S(=O)(=O)NCc2cccnc2)cc1Cl
    u	3%	-2%[57.1 µM]	4%	-6%	-18%	4%	41%[activator]	-2%
23) COC(=O)C1=C(CN2CCN(C)CC2)NC(=O)NC1c1cc(C)ccc1C (configuration not stated)
    u	-2%	-12%	-2%	-7%	-12%	1%	23%	-4%
24) O=C(CCn1nc(-c2ccc(F)cc2)ccc1=O)NCc1ccccc1
    54%[activator]	5%	13%[57.1 µM]	3%	1%	-9%	-8%	23%	-6%
25) C=CCn1c(SCC(=O)NC2CCCC2)nnc1-c1ccncc1
    0%	-5%	2%	-1%	-3%	-4%	2%	23%	1%
26) CCOc1ccc(CNCc2cccnc2)cc1
    0%	-6%	-15%	-6%	-27%	0%	-3%	2%	-1%
27) CCCc1nnc(NC(=O)COC(=O)c2cc(C)nc3ccccc23)s1
    14%	x	17%	-2%	-19%	-12%	7%	33%	6%
28) COc1cc(CC(=O)Nc2ncc(C)s2)cc(OC)c1OC
    u	8%	2%	i	-8%	-28%	0%	43%	-1%
29) COc1cc(CCC(=O)OCc2nnc(-c3ccccc3)o2)cc(OC)c1OC
    u	-14%	-1%	6%	9%	17%	14%	24%	0%
30) Cc1ccccc1N1C(N)=NC(N)=NC1(C)C
    -6%	-2%	20%[57.1 µM]	-3%	-22%	-23%	-13%	8%	-1%
31) CN(C)S(=O)(=O)c1ccc2c(c1)N(CC(=O)NCc1ccccc1)C(=O)C1CCCCN21 (configuration not stated)
    -11%	0%	19%[57.1 µM]	-6%	-13%	-6%	2%	27%[57 µM]	-3%
32) C[C@]12c3[nH]c4cc(-c5ccco5)ccc4c3CCN1C(=O)[C@@H](CC(=O)NCc1cccc(C(F)(F)F)c1)C[C@@H]2C(=O)N1CCCCC1
    -21%	-6%	27%	-6%	u	u	2%	u	28%
33) Cc1ccc(OCc2cc(C(=O)N(C)CC3CCOCC3)no2)cc1C
    0%	-9%	17%	-8%	-5%	-16%	2%	22%	1%
34) CCOCCc1c(O)nc(SCCOc2ccc(C)c(C)c2)[nH]c1=O
    1%	11%	24%[57.1 µM]	-3%	-7%	-11%	-26%	27%	-3%
35) O=C(Cn1nnc(-c2ccccc2NC(=O)c2ccco2)n1)NC1CCCCC1
    9%[57.4 µM]	-4%	4%	x	-18%	-6%	-4%	23%	8%
36) COc1ccc(NC(=O)Nc2cc(-c3cn4cccnc4n3)ccc2OC)cc1
    -20%&-14%	5%	-6%	-3%	-23%	-19%	-22%	20%	u
37) COc1cc(C(=O)OCC(C)=O)ccc1OCc1c(C)noc1C
    -9%	5%	15%[57.1 µM]	6%	3%	-4%	10%	22%	7%
38) CCOc1ccc(-c2nnc(NC(=O)Cc3ccc(OC)cc3)o2)cc1
    -1%	1%	26%[57.1 µM]	i	-11%	20%	-3%	12%	0%
39) COc1ccccc1NC(=O)CCN1C(=O)/C(=C\c2cc(OC)c(OC)c(OC)c2)SC1=S
    -28%	12%	u	-7%	-10%	4%	2%	15%	1%
40) N#Cc1ccc(/C=N/NC(=O)c2cccc(S(=O)(=O)N3CCOCC3)c2)cc1
    u	-1%	0%[57.1 µM]	7%	-10%	36%	1%	3%	-3%
41) CCCCOC(=O)c1ccc(NC(=O)CN2C(=O)NC3(CCCCCC3)C2=O)cc1
    5%	-5%	26%	1%	-7%	-5%	-6%	22%	0%

Not all compounds are listed; rates above refer to the full screens.
